# MCL1 BIM primary: MCL1-BIM-BH3 interaction inhibition (human); hit rate 0.68% among 320,000; inhibition, % at 10.9 µM; GST-MCL1 / FITC-Bim-BH3 fluorescence polarization; AID 2057; Q07820;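 active means inhibition above the mean inhibition of all tested compounds plus 3 SD, set per campaign, cut at about 40% in these data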;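 further: 0% = DMSO wells and 100% = unlabeled Bim-BH3 peptide control; higher means more loss of mP so more displacement of Bim peptide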
# AHR activator: activators of human aryl hydrocarbon receptor; P35869; AHR-responsive luciferase reporter cells, luminescence; activation, % at 5 µM; hit rate 2.5% among 320,000; in the data active means activation above about 47%;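 further: 0% = vehicle wells and 100% = reference agonist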
# Fam108B counter: blocks mouse Fam108B hydrolase in RBBP9 counter-screen | hit rate 0.33% among 300,000 | inhibition, % at 9.51 µM | recombinant Fam108B, FP-Rh probe fluorescence polarization | AID 1947;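 active means inhibition above the screen mean inhibition plus 3 SD, computed separately per campaign, cut at about 18% in these data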;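 further: inhibitors lower polarization as less probe binds the enzyme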
# PAFAH1B2 inh: blocks human PAF acetylhydrolase 1b catalytic subunit 2; recombinant PAFAH1B2, FP-rhodamine activity probe, fluorescence polarization; P68402; inhibition, % at 3.39 µM; hit rate 1.2% among 340,000;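 active means inhibition above the mean of all tested compounds plus 3 SD, cut at about 24% in these data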;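 further: 0% = enzyme with DMSO and 100% = wells lacking PAFAH1B2; many of its hits are not listed in these tables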
# Target sequence (P68402 whole entry, looked up): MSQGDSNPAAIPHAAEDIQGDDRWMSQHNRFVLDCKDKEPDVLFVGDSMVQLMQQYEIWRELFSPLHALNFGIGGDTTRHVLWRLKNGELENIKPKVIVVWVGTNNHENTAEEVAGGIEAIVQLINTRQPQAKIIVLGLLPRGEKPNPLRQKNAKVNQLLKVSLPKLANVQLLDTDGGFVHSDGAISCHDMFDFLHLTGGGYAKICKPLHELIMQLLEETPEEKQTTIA
# Bcl-xL primary: blocks human Bcl-xL binding to Bim BH3 peptide | Q07817 | GST-Bcl-xL / FITC-Bim BH3 peptide fluorescence polarization | inhibition, % at 10.9 µM | hit rate 0.7% among 320,000;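 active means inhibition above the mean of all tested compounds plus 3 SD, cutoff set per campaign, cut at about 30% in these data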;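 further: 0% = DMSO wells and 100% = unlabeled Bim-BH3 peptide competitor; inhibitors lower millipolarization by displacing the labeled peptide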
# MEX-5 binding: C. elegans MEX-5 TCR-2 RNA binding activity. MEX-5/FITC-TCR2 RNA binding, fluorescence polarization; active compounds read low. activity score (negative = inhibition of binding), % at 10 µM. hit rate 0.38% among 300,000. AID 1832;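 active means inhibition past about -25% in most replicates, and total fluorescence under double the plate's negative control median, limit read from the data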;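 further: 0% = DMSO and -100% = 5 µM competing unlabeled TCR2 RNA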
# pPAFAH FP inh: inhibitors of human plasma PAF acetylhydrolase (pPAFAH). inhibition, % at 3.39 µM. recombinant pPAFAH, FP-rhodamine probe fluorescence polarization. Q13093. AID 463082. hit rate 1.5% among 330,000;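 active means inhibition above the mean inhibition across the screen plus 3 SD, cut at about 25% in these data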;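 further: inhibitors block binding of the rhodamine activity-based probe so polarization drops; 0% = enzyme with DMSO and 100% = wells lacking pPAFAH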
# Target sequence (Q13093 whole entry, looked up): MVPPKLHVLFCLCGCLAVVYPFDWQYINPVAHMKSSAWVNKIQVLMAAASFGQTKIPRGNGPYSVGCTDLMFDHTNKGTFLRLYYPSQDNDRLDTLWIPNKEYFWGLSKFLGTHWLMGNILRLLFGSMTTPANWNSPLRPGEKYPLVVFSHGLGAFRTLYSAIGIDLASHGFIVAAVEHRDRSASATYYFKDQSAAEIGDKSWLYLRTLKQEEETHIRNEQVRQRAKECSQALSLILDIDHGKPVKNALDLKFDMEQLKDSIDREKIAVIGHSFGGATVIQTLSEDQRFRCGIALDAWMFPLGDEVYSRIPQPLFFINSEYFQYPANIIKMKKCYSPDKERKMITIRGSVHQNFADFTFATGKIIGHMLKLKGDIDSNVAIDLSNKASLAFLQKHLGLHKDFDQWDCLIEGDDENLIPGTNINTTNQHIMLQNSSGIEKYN
# GLD-1 RNA inh: GLD-1-TGE RNA interaction inhibition (C. elegans). Q17339. purified GLD-1 + fluorescein TGE RNA, fluorescence polarization. inhibition, % at 5.96 µM. hit rate 0.44% among 320,000. AID 2280;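 active means percent inhibition above a per-plate cutoff, the plate mean of test compounds plus 3 SD, cut at about 30% in these data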;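 further: 0% = DMSO wells with GLD-1 and probe and 100% = wells lacking GLD-1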
# PME-1 primary: PME-1 (human) inhibition | inhibition, % at 5.9 µM | Q9Y570 | hit rate 0.53% among 320,000 | AID 2130 | recombinant PME-1, FP-Rh probe fluorescence polarization;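 active means inhibition above the campaign mean of all compounds plus 3 SD, cut at about 26% in these data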;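 further: competitive labeling of PME-1 active site by serine hydrolase directed probe; 0% = PME-1 with DMSO and 100% = wells lacking PME-1 enzyme; inhibitors block probe labeling so polarization falls and inhibition rises; many of its hits are not listed in these tables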
# Target sequence (Q9Y570 whole entry, looked up): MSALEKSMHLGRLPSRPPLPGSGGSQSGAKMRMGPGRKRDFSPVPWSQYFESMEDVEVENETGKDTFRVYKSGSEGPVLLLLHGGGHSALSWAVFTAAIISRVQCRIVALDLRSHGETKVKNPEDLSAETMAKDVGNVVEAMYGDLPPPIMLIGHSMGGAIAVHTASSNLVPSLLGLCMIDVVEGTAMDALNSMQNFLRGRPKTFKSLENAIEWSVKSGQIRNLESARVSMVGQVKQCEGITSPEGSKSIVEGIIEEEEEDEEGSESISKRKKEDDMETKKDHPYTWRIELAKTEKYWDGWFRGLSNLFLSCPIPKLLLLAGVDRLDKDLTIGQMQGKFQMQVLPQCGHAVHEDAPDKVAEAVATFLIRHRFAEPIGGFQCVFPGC
# Numbers without * were called inactive; x = no result given. An excerpt; the hit share may differ from the screen's.
Structure	MCL1 BIM primary	AHR activator	Fam108B counter	PAFAH1B2 inh	Bcl-xL primary	MEX-5 binding	pPAFAH FP inh	GLD-1 RNA inh	PME-1 primary
Cc1ccc2c(=O)cc(C(=O)NCCc3ccc(S(N)(=O)=O)cc3)oc2c1C	1	0	-3	4	-5	0.2	11	-9	2
COCCNC(=O)C1=NOC(Cn2cc(C#N)c(=O)n(C)c2=O)C1 (stereo unspecified)	3	1	-3	3	4	0.5	1	5	3
NC(=O)c1ccc(NC(=O)COC(=O)CCN2C(=O)c3ccccc3C2=O)cc1	x	-1	x	3	x	x	-2	2	x
O=C(CCCC(=O)OCC(Cl)=C(Cl)Cl)Nc1ccccc1F	11	3	-3	3	5	2.8	6	7	4
CCOc1ccc(C(=O)Nc2cccc3nsnc23)cc1[N+](=O)[O-]	-2	11	-7	-1	2	0.8	6	-7	-3
COC(=O)CN1C(=O)Nc2ccc(C)cc2C1c1ccccc1 (stereo unspecified)	4	1	-1	7	5	3.3	-6	6	5
O=C(CN1c2ccccc2Sc2ccccc21)NNC(=O)Nc1ccc(Cl)c(Cl)c1	4	5	14	4	7	1.3	9	9	18
COc1ccc(-c2c(C#Cc3ccsc3)c3cc(-c4ccc5[nH]ccc5c4)ccc3n2C)cc1	-19	4	x	2	-9	x	3	-24	3
COc1ccc(N2CCN(C(=O)COc3ccc(S(=O)(=O)N4CCOCC4)cc3C)CC2)cc1	0	4	2	8	0	-1.0	4	-3	-1
Cc1c(C(=O)Nc2ccc(-c3nnc4n3CCCCC4)cc2)oc2ccc(Br)cc12	-22	-5	-4	-5	4	-0.3	23	0	-9
O=C(Nc1ncccn1)c1ccc([N+](=O)[O-])cc1[N+](=O)[O-]	-4	3	-6	3	3	1.4	-3	3	-1
CN(C)S(=O)(=O)c1ccc(C(=O)Nc2cccc(S(=O)(=O)NC3=NCCC3)c2)cc1	-2	8	-7	5	0	0.9	-2	-10	-6
Cc1[nH]c2ccccc2c1C(=O)/C=C\c1ccccc1Cl	2	157*	0	-1	7	1.3	3	-5	-5
CCCCN(C)C(=O)Cn1cnc2sc(C)c(S(=O)(=O)N3CCN(c4ccccc4OC)CC3)c2c1=O	0	1	2	9	-2	-1.2	1	1	4
O/N=C/c1ccccc1Oc1ccccc1	4	18	2	5	3	-1.3	4	-3	1
Cc1ccc(C(C(=O)NC2CCCC2)N(C(=O)CNC(=O)c2ccco2)c2ccccc2)o1 (stereo unspecified)	10	0	-4	4	0	3.5	2	5	7
CCN(CC)S(=O)(=O)c1ccc(C(=O)N2CCN(C(=O)c3ccco3)CC2)cc1	-8	-1	x	11	-1	x	4	-9	2
COCc1nnc(NC(=O)CS(=O)(=O)Cc2ccccc2)s1	6	0	4	6	6	-0.6	-2	2	-4
COc1ccc(Nc2oc(-c3ccccc3F)nc2C#N)cc1	-9	-8	2	0	-2	-2.3	-1	7	-6
COc1ccc(N2CCN(C3CC(=O)N(Cc4ccc(N5CCCC5=O)cc4)C3=O)CC2)cc1 (stereo unspecified)	5	3	-1	1	8	2.0	2	7	-4
Cn1c(SCC(=O)N2CCc3ccccc32)nc2cccnc21	5	2	-2	3	4	2.7	4	-2	-1
CCCOc1cc(C)c(Cl)cc1S(=O)(=O)N(CC)CC	-2	5	1	7	5	-4.1	5	0	8
CNC(=O)c1ccc(-c2ccccc2)s1	6	-7	3	-1	8	-1.5	0	-4	0
CSc1ccccc1NC(=O)c1ccccc1N(C)S(C)(=O)=O	6	0	1	4	2	-1.9	4	-3	8
Cc1ccc(OCC(=O)N2CC3(C)CC2CC(C)(C)C3)cc1 (stereo unspecified)	11	9	-2	10	8	0.6	2	-6	0
COc1ccc(OCC(O)CNS(=O)(=O)c2ccc(NC(C)=O)cc2)cc1 (stereo unspecified)	-3	-2	-8	-5	-1	4.4	7	-2	-2
COc1ccc(NC(=O)Nc2ccccn2)cc1OC	12	9	1	6	6	-1.7	3	-1	-7
Cc1ccc(S(=O)(=O)N2CCN(C(=O)c3ccc(Br)o3)CC2)c(C)c1	-1	0	2	7	-1	-0.3	2	3	2
CC(C)Oc1ccc(C2C(C(=O)c3ccco3)=C(O)C(=O)N2Cc2cccnc2)cc1 (stereo unspecified)	5	0	0	7	4	1.7	-1	4	-2
CCn1c(SCC(=O)N2CCN(c3ccccc3)CC2)nnc1-c1c[nH]c2ccccc12	-15	0	1	5	-1	0.5	0	-6	-5
CCN1C(=O)CC(c2ccco2)Sc2ccccc21 (stereo unspecified)	0	4	-4	-4	-1	0.8	-2	6	2
Cc1nc(SCC(=O)O)c(C#N)c(C)c1CC(=O)c1ccccc1	-4	0	1	x	0	-2.2	5	3	-5
O=C(Cc1cccc(NC(=O)C2CCCN(C(=O)C3CC3)C2)c1)Nc1cccc(C(=O)N2CCCC2)c1 (stereo unspecified)	-1	-2	x	10	3	x	1	-3	0
COc1cc(OC)c(C(=O)N2CCCC2)cc1OC	2	-2	-4	1	1	-7.1	-1	-9	5
C=CCN=C(NC#N)SCc1ccccc1	-3	2	1	0	7	-2.8	0	-2	-4
COc1ccc(CNC(=O)[C@H](Cc2ccccc2)NC(=O)C2CCN(C(=O)[C@H](C)N)CC2)cc1	-3	1	-3	2	1	2.3	4	0	-5
Cc1ccc(C(=O)C2CCN(CC(=O)Nc3ccccc3C)CC2)cc1	0	0	1	5	-1	-0.3	-1	5	4
N#Cc1ccc(-c2ccc(OCC(=O)NCC(=O)Nc3ccc(F)c(F)c3F)cc2)cc1	-36	7	-29	-19	-15	2.4	-4	3	-41
COc1ccc(CNC(=O)CSc2nnc3c(n2)[nH]c2ccc(C)cc23)cc1	-4	5	-1	7	3	0.9	3	4	-3
Cc1cc(=O)oc2cc(OCC(=O)OCC(=O)NCCc3ccccc3)ccc12	-13	-2	-1	-2	-3	1.9	-10	3	2
Cc1nc2ccc(C(=O)c3ccccc3)cc2[nH]1	0	5	-4	0	7	1.2	-3	-4	-2
Cn1[nH]c(C(F)(F)F)cc1=O	-5	1	3	4	-3	3.0	1	4	1
O=C(CC1NCCNC1=O)Nc1ccc2c(c1)OCCO2 (stereo unspecified)	2	6	-1	2	-1	x	0	6	2
CCOC(=O)C1CCN(C(=O)COC(=O)/C=C/c2ccc([N+](=O)[O-])cc2)CC1	x	-1	x	3	x	x	2	0	x
CC(=O)c1ccc(N2CCC(C)CC2)c(F)c1	-6	0	-2	5	4	-2.8	3	5	-2
N#Cc1ccc(C23OCCN2CCn2nc4ccccc4c23)cc1 (stereo unspecified)	x	103*	x	0	x	x	-5	4	x
O=C(OC1CCOC1=O)C1CCN(S(=O)(=O)c2c(Cl)cccc2Cl)CC1 (stereo unspecified)	-5	-1	0	-1	0	-0.7	7	3	1
O=C(NCCc1ccc(Cl)cc1)c1cc2ccccn2n1	2	0	-1	30*	0	-1.4	0	4	1
Cc1ccc(Sc2ccc(/C=C3/C(=O)NN(c4ccccc4)C3=O)o2)cc1	19	-1	6	36*	12	-2.5	19	4	2
c1ccc(CSc2ccc(-c3cccs3)nn2)cc1	7	-3	0	-1	4	1.0	6	6	1

# New compounds follow
Structure	MCL1 BIM primary	AHR activator	Fam108B counter	PAFAH1B2 inh	Bcl-xL primary	MEX-5 binding	pPAFAH FP inh	GLD-1 RNA inh	PME-1 primary
CC1CCN(C(=O)c2cc(-c3ccccc3O)on2)CC1	-1	0	2	3	0	0.2	12	2	3
COc1cccc(OC)c1OCC(C)CNCC1CCCO1 (stereo unspecified)	8	0	1	6	7	-0.8	4	2	0
COc1cc(SC)ccc1C(=O)Nc1ncc(Cl)cc1Cl	-6	-4	-3	-2	-7	2.4	2	-8	0
CCOC(=O)c1[nH]c2ccc(C)cc2c1NC(=O)CN1CCCCC1	5	23	-1	-1	6	-0.1	4	3	1
CCCCn1c(SCC(=O)NCc2ccco2)nc2c(sc3ccccc32)c1=O	-1	13	-18	-9	-3	-0.4	0	-4	-21
C=CCNC(=S)NNC(=O)c1cc(C)nc2ccccc12	8	12	-1	5	3	2.0	-1	4	-4
Cc1cc(=O)n2c3ccccc3n(CC(O)CN3CCCCC3)c2c1C#N (stereo unspecified)	0	0	0	-1	-1	0.1	2	-5	0
CCCCCc1cc(=O)oc2c(C(CCN(CC)CC)c3ccc(OC)cc3)c(OC)cc(OC)c12 (stereo unspecified)	4	1	2	1	1	-0.7	-4	-1	5
CC1CC(C)CN(C(=O)CCc2ccccc2)C1 (stereo unspecified)	3	-4	2	6	2	0.7	2	3	-3
CCc1nn2c(N3CCOCC3)cc(C)nc2c1-c1ccccc1	5	10	-1	1	6	0.1	3	-4	-10
CC(=O)/C(=N/Nc1ccccc1)Sc1nnc(C(O)c2ccccc2)n1-c1ccccc1 (stereo unspecified)	4	4	1	0	4	-0.9	2	4	1
CC(=O)Oc1ccc(C2OC(=O)c3ccccc3N2C(C)=O)cc1 (stereo unspecified)	0	-1	-2	8	3	-0.5	4	0	8
Cc1nnsc1-c1nnc(SCC(=O)c2ccccc2)n1C1CC1	1	-4	2	6	-7	-0.7	2	-1	6
Cc1cccc(-n2nc([N+](=O)[O-])c(N3CCN(C(=O)c4ccco4)CC3)[n+]2[O-])c1	4	0	3	-2	4	x	6	6	4
O=C(NC1CCCC1)C(c1ccsc1)N(C(=O)Cc1cccs1)c1cccc(F)c1 (stereo unspecified)	3	2	3	-2	4	-0.2	-6	4	-1
Fc1ccc(-c2csc3ncnc(Nc4ccc(N5CCOCC5)cc4)c23)cc1	-1	1	2	4	4	-2.0	24	2	5
O=C(Oc1c(Cl)cc(Cl)c2cccnc12)c1cccc([N+](=O)[O-])c1	21	3	2	4	10	-1.9	6	-1	5
COc1ccc(-c2cnn3c(N)c(S(=O)(=O)c4ccccc4)cnc23)cc1	-5	3	9	-1	3	-1.6	4	10	9
Cc1ccc(NS(=O)(=O)c2ccc(Cl)c(C(=O)O)c2)cc1S(=O)(=O)N1CCOCC1	-1	-3	-1	-1	4	-0.8	2	3	-4
COc1cccc(OCc2nnc(SCC(=O)OCc3ccccc3)o2)c1	7	-4	-2	1	2	0.3	8	10	10
COc1ccc(C(=O)Nc2ccccc2C(=O)NC(Cc2ccc(O)cc2)C(=O)NNC(=O)c2ccccc2)cc1 (stereo unspecified)	10	25	-14	-4	9	0.4	4	6	-16
CC(C)[C@H](NC(=O)N1CC(=O)Nc2ccccc21)C(=O)N[C@@H](Cc1ccccc1)C(=O)O	0	3	-2	2	0	3.8	-1	2	-1
S=c1[nH]nc(-c2cccnc2)n1/N=C/C=C/c1ccco1	22	9	3	1	-5	-2.3	19	3	1
Nc1nc(NCC(=O)O)nc(N2CCCCCC2)c1[N+](=O)[O-]	1	1	1	2	-1	0.5	3	0	-2
CC(C)(C)OC(=O)NCc1ccc(NC(=O)c2nc[nH]c2C(=O)N[C@@H](Cc2ccccc2)C(=O)OCc2ccccc2)cc1	6	5	-42	-25	0	-1.9	-21	3	-54
CCCC(O)(CCN1CCOCC1)c1ccc(Br)cc1 (stereo unspecified)	-4	-2	0	19	-1	-0.2	-5	1	4

# Assay outcomes from PubChem.
